KCNH2 3.1 block = KCNH2 3.1 (human) potassium channel inhibition. U2OS KCNH2 3.1, thallium flux FluxOr; stronger effect = lower value. activity change, % (tested at about 1.8 µM). 340,000 compounds, 0.95% hits. AID 720553;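 active = maximum activity change below -70%; inconclusive = maximum activity change from -70% to -50%; inactive = maximum activity change above -50%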;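 also: thallium influx rate constant from kinetic fluorescence after stimulation buffer; % is scaled to controls: 0 for no effect and ±100 for the full control effect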
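Steps: virus added to U2OS suspension (4 h, RT, dark); medium with 10% FBS added, cells plated, 37 C overnight; FluxOr/Red40 loading buffer 45 min RT; stimulation buffer, 2 min kinetic read; rate constant normalized.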
GALK inh = blocks human galactokinase activity; 270,000 compounds, 0.007% hits; Potency, µM (titrated, usually from 57.5 µM), without a hit: at the top dose activity change, negative = inhibition, actives largely listed as inhibitors; Purified GALK, Kinase-Glo residual ATP luminescence; P51570; AID 1868; also: potency is read from the fitted curve at half-maximal effect; % is scaled to controls: 0 for no effect and ±100 for the full control effect
Target sequence (P51570 whole entry, looked up): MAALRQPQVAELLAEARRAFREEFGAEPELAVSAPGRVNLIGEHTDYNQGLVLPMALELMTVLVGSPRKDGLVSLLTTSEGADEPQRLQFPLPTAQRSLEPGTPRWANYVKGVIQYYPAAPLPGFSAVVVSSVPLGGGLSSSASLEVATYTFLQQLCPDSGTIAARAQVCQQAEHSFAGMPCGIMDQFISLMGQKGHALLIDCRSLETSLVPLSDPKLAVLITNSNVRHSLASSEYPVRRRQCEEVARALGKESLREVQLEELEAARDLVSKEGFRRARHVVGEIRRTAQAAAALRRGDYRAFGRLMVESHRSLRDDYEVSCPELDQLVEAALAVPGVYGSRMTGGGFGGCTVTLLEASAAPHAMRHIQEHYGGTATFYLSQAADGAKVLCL
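Luminescence from leftover ATP (Ultra-Glo luciferase/luciferin) served as read-out after a 1 h room-temperature reaction of 5 nM GALK with 35 uM ATP and 100 uM galactose.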
Coupling enz = inhibits coupling enzyme system, counter-screen for aldolase hits | coupling enzyme system counterscreen, AmpLite Red fluorescence | 290,000 compounds, 0.67% hits | activity change, negative = inhibition, % at 58.2 µM, hits read low | AID 2472; in the data active = activity change below about -30%; also: % is scaled to controls: 0 for no effect and ±100 for the full control effect
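Final compound at 57.5 uM, incubated 10 min at RT with coupling enzyme reagent (glyceraldehyde-3-phosphate), then 20 min with substrate and AmpLite Red detection. Fluorescence read at 525/598 nm; tests interference with the coupling assay, not aldolase inhibition.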
CXXC DNA block = MLL CXXC-DNA interaction inhibition | MLL-CXXC / FITC-HOXA9 DNA fluorescence polarization | Potency, µM (highest dose often 115 µM), for inactives: at the top dose activity change, negative = inhibition, most hits filed as inhibitors | 290,000 compounds, 0.037% hits | AID 2662; active = well fitted inhibition curve with a large enough effect in the polarisation, with a control signal flat, not every such curve was filed as active; inconclusive = small, poorly fitted or top-dose-only effect, or effect the other way, or a change in a side signal; inactive = no such curve, though single readings can be large or run the other way; the % refers to the polarisation; also: potency is read from the fitted curve at half-maximal effect
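Steps: dispense CXXC domain solution (7 uM) → pin compounds or unlabeled HOX-A9 DNA control → 5 min ambient → add FLSN-HOX-A9 solution (50 nM) → spin → 30 min ambient → fluorescence polarization. Tris pH 7.5/NaCl/DTT/BSA buffer.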
Menin MLL FP TR = inhibitors of human menin-MLL interaction, mutant MLL peptide | Potency, µM (titrated, usually from 61.6 µM), inactives show top-dose FP activity change, negative = inhibition, most hits filed as inhibitors | Menin + Texas Red MLL mutant peptide, fluorescence polarization | O00255 | AID 1768 | 270,000 compounds, 0.23% hits; active = well fitted inhibition curve with a large enough effect in the polarisation, with a control signal flat, not every such curve was filed as active; inconclusive = small, poorly fitted or top-dose-only effect, or effect the other way, or a change in a side signal; inactive = no such curve, though single readings can be large or run the other way; the % refers to the polarisation; also: potency is read from the fitted curve at half-maximal effect; % of control where 0% means no effect; many of its hits are not listed in these tables
Giardia killer = Giardia lamblia killing | Giardia lamblia trophozoite viability | activity change, % at 7.66 µM, hits read low | 340,000 compounds, 0.15% hits; in the data active = activity change below about -80%; inconclusive = between about -30% and that limit;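 also: parasites exposed to compound for two days anaerobically before the ATP read; % is scaled to controls: 0 for no effect and ±100 for the full control effect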
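Giardia lamblia trophozoites (100 cells/well) were incubated with compounds for 48 h at 37 deg C under anaerobic conditions. Viability was read as ATP content by one-step luminescence after 15-30 min at room temperature.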
USP2a inh = inhibitors of human ubiquitin-specific protease USP2a | 330,000 compounds, 0.01% hits | AID 463254 | Potency, µM (highest dose often 38.3 µM), for inactives: top-dose activity change, negative = inhibition, hits mostly inhibitors | USP2 core, Ub-CHOP2 coupled fluorogenic reporter, 485/531;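 also: potency is read from the fitted curve at half-maximal effect; plate controls were DMSO wells for no effect and full inhibition by NEM control for full effect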
Target sequence (O75604 whole entry, looked up): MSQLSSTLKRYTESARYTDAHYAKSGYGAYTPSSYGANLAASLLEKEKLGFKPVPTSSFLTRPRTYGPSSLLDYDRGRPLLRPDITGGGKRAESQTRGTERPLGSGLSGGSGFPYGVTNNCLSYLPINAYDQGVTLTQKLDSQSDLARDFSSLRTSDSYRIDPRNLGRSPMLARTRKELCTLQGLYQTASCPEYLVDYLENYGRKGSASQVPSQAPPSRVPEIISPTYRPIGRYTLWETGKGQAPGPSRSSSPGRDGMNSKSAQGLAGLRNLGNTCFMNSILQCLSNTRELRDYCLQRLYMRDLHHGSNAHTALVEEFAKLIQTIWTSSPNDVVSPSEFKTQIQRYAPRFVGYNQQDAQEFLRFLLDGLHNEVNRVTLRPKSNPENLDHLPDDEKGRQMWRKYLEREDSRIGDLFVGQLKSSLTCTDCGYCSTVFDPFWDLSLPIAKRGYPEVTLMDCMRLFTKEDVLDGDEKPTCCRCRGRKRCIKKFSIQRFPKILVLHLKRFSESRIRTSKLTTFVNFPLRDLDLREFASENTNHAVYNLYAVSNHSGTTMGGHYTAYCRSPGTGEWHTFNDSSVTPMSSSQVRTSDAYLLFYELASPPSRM
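USP2 core (10nM final) preincubated 30min RT with compound in 20mM Tris-HCl pH 8.0, 2mM CaCl2, 2mM beta-mercaptoethanol, 0.05% CHAPS; 25nM Ub-CHOP2 plus 25nM reporter substrate added, fluorescence (Ex485/Em531) read after 60min.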
B2AR arrestin = beta2AR (human) beta-arrestin recruitment activity; beta-arrestin recruitment to beta2AR, cell-based reporter; Potency, µM (highest dose often 46.1 µM), for inactives: at the highest dose activation, most hits filed as activators; 330,000 compounds, 0.02% hits; AID 492947;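 also: potency is read from the fitted curve at half-maximal effect; 0% = DMSO controls and full agonism = EC100 isoproterenol or metaproterenol; nearly all actives have a fitted effect of over 65% in size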
TRPV1 ag = human TRPV1 agonism | Q8NER1 | TRPV1-expressing cells, Fluo-8 calcium influx, agonist mode | activation, % at 8.33 µM | 320,000 compounds, 0.19% hits; in the data active = activation above about 80%; inconclusive = between about 30% and that limit; also: 0% is about no effect
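TRPV1-expressing cells were cultured overnight at 35.5C and loaded with Fluo-8 calcium dye for 40 to 90 min at room temperature. After a 10 s baseline, compound was added and calcium influx was read kinetically for 3 min (ex 480/em 520 nm).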
PKM2 activator = activators of human pyruvate kinase M2 | P14618 | purified PKM2, Kinase-Glo ATP luminescence, activation; response scale: 0% is enzyme alone, no compound | Potency, µM (top dose mostly 57.5 µM), inactives show at the top dose activation, hits mostly activators | 260,000 compounds, 0.34% hits; also: potency is read from the fitted curve at half-maximal effect; % is scaled to controls: 0 for no effect and ±100 for the full control effect; nearly all actives have a fitted effect of over 55% in size
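Purified hPK-M2 (>95%) run at intermediate activity with 0.1 mM ADP and 0.5 mM PEP in 50 mM imidazole pH 7.2, KCl, MgCl2; 1 h room temperature. ATP formed read by Kinase-Glo luminescence; normalized to uninhibited and no-enzyme controls.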
hERG WT inh = KCNH2 (human, wildtype) channel inhibition. Q12809. U2OS, BacMam KCNH2, thallium flux FluxOr; stronger effect = lower value. activity change, % at 1.84 µM. 340,000 compounds, 0.37% hits;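 active = maximum activity change below -70%; inconclusive = maximum activity change between -70% and -50%; inactive = maximum activity change above -50%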; also: % is scaled to controls: 0 for no effect and ±100 for the full control effect
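U2OS cells transduced with wild-type KCNH2 virus are loaded with FluxOr dye for 45 min, and thallium flux is measured in kinetic reads before and after stimulation buffer. Rate constants are normalized to DMSO controls.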
* hit, by the source's call; ? = inconclusive; nt = no result given; [ ] = another dose, or the depositor's remark. Unless noted, calls follow the shape of the dose curve; as a rule, active = well fitted curve in the direction sought with a large enough effect; inconclusive = small, poorly fitted or top-dose-only effect, or another doubt; inactive = no such curve, though single readings can be large; an effect the other way counts as inactive or inconclusive.

SMILES	KCNH2 3.1 block	GALK inh	Coupling enz	CXXC DNA block	Menin MLL FP TR	Giardia killer	USP2a inh	B2AR arrestin	TRPV1 ag	PKM2 activator	hERG WT inh
CC(C)CNC(=S)N(CCCN(C)C)Cc1cc2cc3c(cc2[nH]c1=O)OCCO3	13	0%	1	-2%	-2%	-11	2%	1.0%	-1	0%	-5
COc1ccc(CNC(=O)N2CCN(S(=O)(=O)c3ccc(C)cc3C)CC2)cc1	6	7%	-1	-5%	?	13	-1%	0.2%	9	4.5µM*	-3
CC1Cc2ccccc2N1C(=O)C1CCCN(S(=O)(=O)c2cccc3nsnc23)C1 (stereo not given)	15	-3%	-1	1%	nt	20	-2%	-0.8%	nt	2%	9
CC1CCC2(CC1)NC(=S)N(C(C)(C)C)N2 (stereo not given)	2	-1%	2	-13%	nt	-18	6%	-0.2%	-3	-1%	-2
Cc1ccc(CSCCC(=O)NCCC2=CCCCC2)cc1	5	0%	3	0%	-19%	-17	3%	-0.2%	?	-1%	5
CC(C)CC(NC=C1C(=O)OC(C)(C)OC1=O)C(=O)O (stereo not given)	1	3%	6	4%	16%	18	9%	-0.2%	?	-3%	5
O=C(Nc1cccc(C(F)(F)F)c1)Nc1ccc(N2CCCC2)c(S(=O)(=O)Nc2ccccc2Cl)c1	-13	-2%	-9	4%	?	-6	-12%	-0.4%	-1	-3%	-15
CC(=O)c1c(C)n(-c2ccc(C)cc2C)c2ccc(O)cc12	11	0%	-1	23%	-30%	4	3%	0.2%	-5	nt	nt
O=C1OC[C@@H]2CCCN2C(=O)[C@@H](CC(=O)N(CCO)Cc2ccccc2)C/C=C\C[C@H]1Cc1ccc(F)cc1	5	nt	nt	nt	nt	-3	-1%	-0.2%	nt	nt	5
Cc1cccn2cc(-c3ccc(Cl)cc3)nc12	15	2%	-9	-8%	24%	-15	0%	-0.1%	-3	-33%	nt
Cc1ccc2cc(CCNC(=O)Cc3cccs3)c(=O)[nH]c2c1	4	nt	4	4%	-1%	-4	1%	0.2%	2	-3%	2
CC(=O)Nc1ccc(NC(=O)C/C(C)=N/NC(=O)c2cccc3ccccc23)cc1	-5	7%	1	9%	14%	-20	1%	-1.1%	-4	-2%	2
Cc1ccn(CC(=O)N2CCCC(N3CCN(c4cccc(Cl)c4)CC3)C2)n1 (stereo not given)	10	6%	nt	5%	nt	8	0%	-1.0%	4	nt	9
COc1ccc(S(=O)(=O)NCCC(=O)NCc2ccc(F)cc2)cc1	-80*	-1%	-4	5%	-21%	-2	2%	-1.0%	0	3%	45
Cc1nnc(SCC(=O)NC23CC4CC(CC(C4)C2)C3)n(N)c1=O	-1	0%	4	3%	-14%	6	1%	0.0%	0	-2%	6
O=C(c1ccc(N2C(=O)C3CCCCC3C2=O)cc1)N1CCCCC1 (stereo not given)	20	0%	0	-4%	-3%	5	1%	-0.7%	-1	-3%	1
COc1cc(OC)cc(C(=O)NCC(=O)OCc2csc(-c3ccccc3)n2)c1	10	-2%	3	2%	7%	12	-1%	1.1%	7	-2%	-12
CCCn1c(=O)c(C(=O)NNC(=O)c2cccc([N+](=O)[O-])c2)c(O)c2ccccc21	15	-4%	nt	10%	nt	-6	0%	-0.2%	-2	-1%	-3
CSc1nnc(-c2cnccn2)n1CCCN1CCCC1=O	2	1%	0	-14%	2%	-11	1%	0.3%	-3	-10%	-1
Cc1nnc(-c2cnn(C)c2N)n1Cc1cccc(Cl)c1	-6	0%	0	6%	nt	10	-1%	-0.1%	0	7%	-19
Cc1ccc(Cn2nc3c4cc(F)ccc4n(Cc4ccc(F)cc4)cc-3c2=O)cc1	-3	-2%	2	22%	18%	2	4%	0.1%	0	nt	16
COc1cc(S(=O)(=O)Nc2cccc(C)c2)ccc1NC(=O)c1cccnc1	1	0%	0	?	20%	-20	1%	5.0%	5	1%	7
Cc1c(Cl)cccc1NC(=S)N(CCCN1CCOCC1)Cc1cccs1	-5	0%	0	-9%	1%	-1	6%	-0.3%	?	-4%	13
CCCCOc1ccc(N(CC(=O)NC2CCCC2)C(=O)CCC(=O)Nc2ccccn2)cc1	0	-2%	2	3%	0%	-17	2%	-1.0%	-3	-1%	-3
CN(C)C(=O)OCC1COc2ccccc2O1 (stereo not given)	7	0%	2	10%	-15%	26	2%	0.4%	21	-1%	-6
(more compounds)
SMILES	KCNH2 3.1 block	GALK inh	Coupling enz	CXXC DNA block	Menin MLL FP TR	Giardia killer	USP2a inh	B2AR arrestin	TRPV1 ag	PKM2 activator	hERG WT inh
COCCSc1nc(N)c2c3c(sc2n1)CN(C)CC3	18	0%	3	-6%	nt	1	4%	-1.1%	1	1%	-6
O/N=C/c1ccccc1Oc1ccc(Cl)cc1	-8	-1%	-5	-13%	21%	-8	-1%	0.1%	6	-2%	nt
c1ccc(OCCOc2cccc3cccnc23)cc1	2	2%	1	-2%	-26%	-15	-2%	-0.2%	-1	11%	-2
CCOC(=O)c1cnc2c(Cl)c(Cl)ccc2c1NCCN1CCOCC1	-8	-2%	-2	5%	-3%	-11	1%	-0.3%	4	nt	-1
CC(=O)c1ccc(N2CCN(c3ccc(C(F)(F)F)cn3)CC2)cc1	-200*	0%	0	10%	0%	1	2%	0.0%	1	-26%	-139*
O=C1CSCN1c1cc(Cl)ccc1Cl	3	-1%	-15	-1%	-4%	0	0%	0.4%	13	3%	-3
CS(=O)(=O)c1cccc(-c2nnc(NC(=O)C3=COCCO3)o2)c1	11	nt	nt	nt	nt	-22	1%	0.9%	-2	nt	2
CCC(=O)Nc1cccc(C(=O)OCC(=O)c2ccccc2Cl)c1	6	-2%	-2	-6%	-23%	0	1%	-0.5%	3	9%	2
CNC(=S)N1N=C(c2ccc(C)cc2)CC1c1ccc(N(C)C)cc1 (stereo not given)	-1	4%	6	54%[activator]	7%	-12	10%	-0.4%	2	17%	-2
Nc1nnnn1CC(=O)N/N=C/c1ccccn1	0	-3%	-2	-11%	nt	2	1%	0.2%	nt	4%	8
COc1ccc(CC(=O)Nc2cccc(C(=O)Nc3cccc(C)c3)c2)cc1	nt	-1%	2	-4%	8%	nt	-1%	-1.3%	4	0%	nt
O=C(CN1CC(=O)Oc2ccccc21)OCC(=O)c1ccccc1	-3	4%	1	3%	3%	-23	3%	0.3%	0	9%	12
CCOC(=O)N1CCC(NC(=O)C2=CCN(S(=O)(=O)c3ccc(OC)cc3)CC2)CC1	6	1%	2	-4%	nt	-7	1%	-0.8%	3	1%	2
O=C(NCCc1ccccc1)c1ccc(-n2cnnn2)cc1	1	0%	2	-4%	-8%	7	0%	0.0%	-7	13%	-39
COc1cc2c(cc1OC)C(C(=O)N(C)Cc1ccccc1)C(c1cccnc1)N(C)C2=O (stereo not given)	0	6%	1	-4%	1%	-25	0%	0.1%	2	-4%	-3
CCC1C(=O)NCCN1Cc1nc(-c2ccc(C)s2)oc1C (stereo not given)	-20	-1%	-1	7%	1%	3	3%	0.3%	1	-3%	4
O=S(=O)(/C=C/c1ccccc1)N1CCN(c2cccc(Cl)c2)CC1	-7	-2%	0	11%	14%	7	-2%	0.2%	-2	2%	17
CCCC1S/C(=N/N=C/c2cccs2)NC1=O (stereo not given)	6	3%	1	-6%	-3%	5	-1%	0.1%	1	1%	-11
CCOC(=O)C1=CCN(Cc2ccccc2)CC1	2	0%	2	-5%	-19%	15	-1%	-0.5%	3	3%	-3
COc1ccc(C2CC(c3ccccc3)=NN2S(=O)(=O)c2ccccc2)c(OC)c1 (stereo not given)	-1	-2%	-3	7%	-10%	1	2%	-0.1%	4	3%	0
Nc1nc(Nc2ccc(Cl)cc2)n[nH]1	0	2%	-2	10%	?	-23	-5%	0.2%	3	2%	0
C=CCOc1cc(C)nc(-c2ccccc2O)n1	31	4%	3	22%	-6%	-7	4%	-0.3%	-1	0%	15
CN1CCN(c2ccc(Cl)cc2NC(=O)c2cccc(S(=O)(=O)N(C)C)c2)CC1	0	-1%	3	11%	-12%	2	-1%	-1.3%	7	-13%	-14
CCc1ccc(C(=O)CC2(O)C(=O)N(CN3CCOCC3)c3ccccc32)cc1 (stereo not given)	-4	-1%	2	0%	-18%	20	0%	-0.4%	0	-3%	-6
CN(C)c1ccc(/C=C(\NC(=O)c2ccccc2)C(=O)NCCCN2CCOCC2)cc1	-19	4%	nt	0%	nt	-4	0%	-0.3%	3	0%	15
COc1cc(NC(=O)c2ccc3c(c2)OCO3)ccc1NC(=O)c1cccs1	-19	-4%	1	-5%	15%	-26	6%	0.0%	-1	-1%	3

Screening data from PubChem.

A portion of the library (hit frequency here may not be typical).
